Tb PYK inh – qHTS of Trypanosoma Brucei Inhibitors. 410,000 compounds, 0.12% hits. AID 624173, 2012. pyruvate kinase (Trypanosoma brucei), Q57TT1. TbPYK enzyme, Kinase-Glo Plus ATP luminescence, 45 min. Potency, µM (top dose mostly 76.8 µM), for the others: at the top dose activity, negative = inhibition, usual class: inhibitors; also: nearly all actives have a fitted effect of over 50% in size
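Quantitative HTS: titrated library compounds versus trypanosomal pyruvate kinase in TEA buffer (pH 7.2) containing KCl, MgCl2, BSA and Tween-20. Reactions were initiated with ADP, 130 uM final. Kinase-Glo Plus luminescence was read after 45 min at RT.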
Pf growth 96h – Primary qHTS for delayed death inhibitors of the malarial parasite plastid, 96 hour incubation; P. falciparum luciferase reporter growth, 96 h; Potency, µM (highest dose often 28.7 µM), for inactives: at the highest dose activity change, negative = inhibition, hits mostly inhibitors; 320,000 compounds, 6.9% hits; AID 504834, 2011
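Delayed-death screen, second-generation endpoint: infected erythrocytes, 2% hematocrit, 0.05% parasitemia final; 96 hours at 37 C, 5% CO2; luciferase detection reagent; luminescence decrease equals reduced growth.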
Sm TGR block – qHTS Assay for the Inhibitors of Schistosoma Mansoni Peroxiredoxins | purified TGR, DTNB reduction, TNB absorbance 405 nm | Potency, µM (series often up to 114 µM), for the others: at the highest dose activity change, negative = inhibition, actives largely listed as inhibitors | 360,000 compounds, 3% hits | AID 485364, 2010; also: nearly all actives have a fitted effect of over 60% in size
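First, TGR (20 nM dispensed) and NADPH were mixed with compound. Second, a 15 min room-temperature incubation followed. Third, further NADPH and then DTNB were added to start the reaction. Finally, TNB absorbance was monitored kinetically.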
Pf growth 48h – Primary qHTS for delayed death inhibitors of the malarial parasite plastid, 48 hour incubation | Potency, µM (highest dose often 28.7 µM), for the others: at the top dose activity change, negative = inhibition, hits mostly inhibitors | P. falciparum luciferase growth in erythrocytes, 48 h | 310,000 compounds, 5.9% hits
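A one-generation exposure of luciferase-tagged malaria parasites in RPMI 1640/Albumax erythrocyte culture, 37 C and 5% CO2. Inhibition is inferred from decreased luminescence after adding detection reagent.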
HCV inh – qHTS Assay for Inhibitors of Hepatitis C Virus (HCV). Huh7.5.1 HCVcc-Cre infection, luciferase reporter, 44 h. Potency, µM (series often up to 41.8 µM), for the others: top-dose activity change, negative = inhibition, hits mostly inhibitors. 340,000 compounds, 3.4% hits. AID 651820, 2012
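Compounds are dispensed onto cells plated 4 h earlier at 1,000 per well, with HCVcc-Cre virus (about 0.5 moi) added next. Following 44 h of culture, luminescent signal is measured for 15 sec after 15 min with substrate at room temperature.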
LmPK inhibitor – qHTS Assay for Inhibitors of Leishmania Mexicana Pyruvate Kinase (LmPK); purified LmPK, Kinase-Glo ATP luminescence, 1 h; Q27686; 290,000 compounds, 0.37% hits; Potency, µM (top dose mostly 57.5 µM), for inactives: at the top dose activity change, negative = inhibition, usual class: inhibitors; AID 1721, 2009
Target sequence (Q27686 whole entry, looked up): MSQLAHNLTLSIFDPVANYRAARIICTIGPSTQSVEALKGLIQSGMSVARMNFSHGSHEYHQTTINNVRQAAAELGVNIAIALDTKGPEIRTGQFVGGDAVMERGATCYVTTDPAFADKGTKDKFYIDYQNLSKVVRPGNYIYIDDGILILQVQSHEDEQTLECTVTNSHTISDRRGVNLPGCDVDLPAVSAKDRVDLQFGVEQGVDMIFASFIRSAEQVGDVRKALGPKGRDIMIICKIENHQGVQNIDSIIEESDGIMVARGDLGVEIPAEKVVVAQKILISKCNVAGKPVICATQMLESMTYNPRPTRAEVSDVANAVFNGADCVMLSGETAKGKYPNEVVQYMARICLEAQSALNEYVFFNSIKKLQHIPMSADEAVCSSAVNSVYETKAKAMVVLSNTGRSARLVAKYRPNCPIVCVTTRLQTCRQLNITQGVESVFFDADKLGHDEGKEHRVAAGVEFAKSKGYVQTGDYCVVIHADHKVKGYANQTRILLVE
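ATP generated from ADP (0.1 mM) and PEP (0.5 mM) by 0.1 nM LmPK over 1 h at room temperature (pH 7.2 imidazole buffer) was detected by coupled luciferase luminescence. Values were normalized to uninhibited and no-enzyme wells.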
Numbers without * were called inactive; ? = inconclusive; . = no result given; [ ] = remark or other dose. Calls follow the shape of the dose curve; as a rule, active = well fitted curve in the direction sought with a large enough effect; inconclusive = small, poorly fitted or top-dose-only effect, or another doubt; inactive = no such curve, though single readings can be large; an effect the other way counts as inactive or inconclusive. % is scaled to controls: 0 for no effect and ±100 for the full control effect; potency is read from the fitted curve at half-maximal effect.

Letters – A = Tb PYK inh; B = Pf growth 96h; C = Sm TGR block; D = Pf growth 48h; E = HCV inh; F = LmPK inhibitor
O=C(Cn1nc2n(c1=O)-c1ccccc1SC2)N/N=C/c1cccs1
  A = -7%	B = 20%	C = -33%	D = -8%	E = -9%	F = -1%
Cn1c(=O)c2c(nc(N3CCc4ccccc4C3)n2C)n(C)c1=O
  A = 2%	B = 50%[activator]	C = .	D = -17%	E = -6%	F = 1%
COc1ccc(CCNc2oc(-c3ccccc3OC)nc2C#N)cc1OC
  A = 5%	B = ?	C = -4%	D = ?	E = -22%	F = 3%
O=C1NC(=S)N(c2ccc(Br)cc2)C(=O)/C1=C/N1CCN(C(=O)c2ccco2)CC1
  A = -23%	B = 12%	C = .	D = 12%	E = 0%	F = 2%
CCCCC[n+]1cccc2c3ccccc3ccc21
  A = -3%	B = -27%	C = 8%	D = ?	E = ?	F = -1%
O=C(Nc1ccc(S(=O)(=O)N2CCOCC2)cc1)c1cc(-c2cc(Cl)ccc2O)n[nH]1
  A = -23%	B = 1.3µM*	C = 15%	D = 0.83µM*	E = 10µM*	F = 1%
CC(C)n1c(N)c(C#N)c2ccc([N+](=O)[O-])cc2c1=O
  A = 0%	B = 23%	C = 8%	D = 45%[activator]	E = ?	F = 2%
CCCCC(=O)Nc1ncc(Br)s1
  A = 26%	B = 17%	C = 4%	D = 24%	E = 2%	F = 4%
CCCCCOC(=O)Cn1c(=O)oc2ccc(C)cc21
  A = 3%	B = 8%	C = -10%	D = 1%	E = 7%	F = 0%
CCC(=O)Nc1c(C)nn(-c2ccc(C)c(C)c2)c1C
  A = -3%	B = -16%	C = 1%	D = -3%	E = 22%	F = 3%
COc1cc(/C=C2/C(=N)N3OC(C)=CC3=NC2=O)ccc1OC(=O)c1ccco1
  A = 0%	B = 13µM*	C = 53%[activator]	D = 29%	E = 11%	F = 2%
COC(=O)CC1C(=O)NCCN1Cc1cn(-c2ccc(C)cc2)nc1-c1cccc(C)c1 (configuration not stated)
  A = 1%	B = 10µM*	C = 0%	D = ?	E = -14%	F = 2%
Cc1cc(C)nc(-n2nc(C)cc2NC(=O)CN2CCc3ccccc3C2)n1
  A = -3%	B = -11%	C = ?	D = 4.1µM*	E = -24%	F = 11%
CN(C(=O)CSc1nncc2ccccc12)C1CCCCC1
  A = 1%	B = ?	C = 0%	D = ?	E = 5%	F = 2%
C[N+]1(CC(=O)Nc2ccccc2Cl)CCN(C(=O)c2cccs2)CC1
  A = 3%	B = 1%[5.75 µM]	C = 7%	D = 12%	E = 18%	F = -3%
COc1ccc(CNc2ncc(-c3cccc([N+](=O)[O-])c3)n2C)c(OC)c1OC
  A = 3%	B = 4.7µM*	C = -10%	D = -4%	E = -22%	F = 0%
Cn1ncc(Br)c1C(=O)NC(=S)N1CCN(c2ccccn2)CC1
  A = ?	B = -5%	C = 0%	D = 8%	E = 29%	F = -21%
C=CCn1c(C)nnc1SCC(=O)N1CCN(S(=O)(=O)c2ccccc2)CC1
  A = -3%	B = -6%	C = 8%	D = ?	E = 0%	F = 3%
Nc1c(C(=O)Nc2ccc3c(c2)OCCO3)nnn1CCc1ccccc1
  A = 0%	B = -23%	C = 5%	D = .	E = -15%	F = 13%
CCc1ccc(N=C2NC(=O)/C(=C/c3ccc(OCC(=O)O)cc3)S2)cc1
  A = -11%	B = -29%	C = -5%	D = -14%	E = 3%	F = -6%
NNC(=O)c1cc(Br)cs1
  A = 1%	B = 32%[activator]	C = 1%	D = 19%	E = -11%	F = -3%
Cn1nnnc1SCc1nnc(-c2ccc(Cl)cc2)o1
  A = 1%	B = .	C = -1%	D = 26%	E = -5%	F = 5%
Cc1ncc(CO)c2c1Oc1nc(-c3ccccc3)nc(SCC(=O)N(C)c3ccccc3)c1C2
  A = .	B = 13µM*	C = -21%	D = ?	E = .	F = -9%
COCCNc1nc(N2CCCCC2)c2cnn(C)c2n1
  A = 1%	B = 4%	C = -23%	D = 9%	E = -23%	F = -2%
O=C(CC(O)(C(F)(F)F)C(F)(F)F)Nc1ccc(Cl)c(Cl)c1
  A = -2%	B = ?	C = 13%	D = .	E = 5µM*	F = 10%
CCOc1cccc(NC(=O)CSc2nncn2N)c1
  A = -9%	B = ?	C = 4%	D = 32%[activator]	E = 24%	F = 1%
Cc1ccc(-c2noc(CCC(=O)N3CCCc4ccccc43)n2)cc1
  A = 4%	B = ?	C = 12%	D = 1%	E = ?	F = -1%
CCN1CCN(c2ccc(NC(=O)c3ccc(Cl)c(S(=O)(=O)N4CCCC4)c3)cc2)CC1
  A = -3%	B = ?	C = -10%	D = 10µM*	E = 18µM*	F = .
O=C(CSc1nc(Nc2ccccc2)nc(N2CCOCC2)n1)Nc1cc(Cl)ccc1O
  A = 5%	B = 5.2µM*	C = -1%	D = 1.2µM*	E = 10µM*	F = 0%
CCNCc1cc(Cl)c(OCc2ccccc2)c(OCC)c1
  A = 1%	B = -4%	C = 5%	D = 0%	E = ?	F = 3%
Cc1ccc2c(c1)C(N1CCCC1=O)CC(c1ccco1)N2 (configuration not stated)
  A = ?	B = ?	C = 10µM*	D = 148%[activator]	E = 1%	F = 11µM*
CC(=O)Nc1ccccc1OCC(=O)c1ccc2c(c1)OCO2
  A = -2%	B = 50%[activator]	C = -12%	D = 123%[activator]	E = ?	F = 1%
CCOC(=O)c1ccc([N+](=O)[O-])c(CS(=O)(=O)c2ccc(Cl)cc2)c1
  A = 1%	B = 10%	C = 14%	D = 4%	E = -5%	F = 0%
CCOC(=O)c1nn(-c2cccc(OC)c2)c(-c2ccccc2)c1C(=O)c1ccccc1
  A = 3%	B = ?	C = -2%	D = ?	E = ?	F = 4%
C=CCn1cnc2c(NCc3ccccc3)ncnc21
  A = 1%	B = .	C = 6%	D = 28%	E = 8%	F = 4%
COc1cc(C(=O)Nc2ccc(NC(=O)c3ccco3)nc2)cc(OC)c1OC
  A = 0%	B = .	C = ?	D = ?	E = -24%	F = 6%
O=C(NCCCSc1ccccc1)c1ccc(=O)[nH]c1
  A = -1%	B = 12%	C = -21%	D = 8%	E = 4%	F = -11%
COc1cc(C(=O)OCC(=O)c2cc(C)n(C)c2C)cc(NC(=O)c2ccco2)c1OC
  A = .	B = .	C = -10%	D = ?	E = ?	F = 1%
Cc1ccc(C(C)C)c(OCCCNCc2cccnc2)c1
  A = -2%	B = ?	C = 6%	D = ?	E = -1%	F = 1%
Cc1cc(Sc2nccn2C)ncc1[N+](=O)[O-]
  A = -1%	B = -2%	C = -7%	D = -1%	E = 3%	F = -4%
Cc1cc(C)c(S(=O)(=O)N2CCCCC2)cc1N(C)S(=O)(=O)c1ccc(Cl)cc1
  A = 2%	B = ?	C = 5%	D = ?	E = 32µM*	F = 1%
Cc1cccc(C(=O)N2CCCC(N3CCN(c4ccc(F)cc4)CC3)C2)n1 (configuration not stated)
  A = -3%	B = 5%	C = -2%	D = 9%	E = 2%	F = 1%
COc1cc(NC(=O)Cc2cccc3ccccc23)c(C(=O)O)cc1OC
  A = 0%	B = -13%	C = 3%	D = 26%	E = -2%	F = 2%
CCn1c(SCC(=O)Nc2cc(F)ccc2C)nnc1-c1ccccc1O
  A = -3%	B = .	C = ?	D = ?	E = ?	F = 0%
Cc1cccc(CN2CCCC(C(=O)c3ccc(C(F)(F)F)cc3)C2)n1 (configuration not stated)
  A = -2%	B = 12µM*	C = 7%[57.1 µM]	D = 2.3µM*	E = ?	F = 2%
CCOCCCNC(=O)C(NC(=O)CNC(=O)c1ccccc1)c1ccc(OC)cc1 (configuration not stated)
  A = -3%	B = -8%	C = 6%	D = -3%	E = 7%	F = 1%
O=C(CCCCCn1c(=S)[nH]c2ccc(Br)cc2c1=O)NCC1CCCO1 (configuration not stated)
  A = .	B = ?	C = -4%	D = .	E = ?	F = 1%
C[C@H]1CCC[C@]2(O[C@@H](CCO)C[C@H](O)[C@H]2O)O1
  A = -5%	B = 9%	C = -9%	D = 11%	E = 25%	F = -5%
O=C(NC1CC2CCCC(C1)N2C(=S)Nc1ccccc1)C1CC1 (configuration not stated)
  A = 3%	B = 10%	C = 3%	D = 21%	E = 1%	F = -13%
CCC(C)NCC(O)(c1ccc(Cl)cc1)c1ccc(Cl)cc1 (configuration not stated)
  A = 3%	B = 2.9µM*	C = -1%	D = ?	E = -16%	F = -4%

The list continues:
Letters – A = Tb PYK inh; B = Pf growth 96h; C = Sm TGR block; D = Pf growth 48h; E = HCV inh; F = LmPK inhibitor
Cc1cc(NC(=O)CSCC(=O)Nc2cccc(S(=O)(=O)N3CCCCCC3)c2)no1
  A = -4%	B = -21%	C = -3%	D = ?	E = 1%	F = .
CC1(C)CC2CC(C)(CN2C(=O)c2cc(-c3ccccc3)on2)C1 (configuration not stated)
  A = -3%	B = -14%	C = -4%	D = ?	E = -16%	F = 0%
COc1ccc(-c2nn[nH]n2)cc1OC
  A = -7%	B = .	C = 4%	D = -3%	E = 13%	F = 3%
CCOCCCNC(=O)c1ccc2c(c1)ncn2-c1ccc(C)cc1C
  A = -10%	B = ?	C = 5%	D = ?	E = -3%	F = 7%
COc1ccc(CNC(=O)C(CCSC)NC(=O)c2ccco2)cc1 (configuration not stated)
  A = -5%	B = 27%	C = 5%	D = .	E = 9%	F = 0%
Cc1cc(C(=O)CSc2nnnn2C)c(C)n1C1CC1
  A = -7%	B = 195%[activator]	C = -10%	D = 377%[activator]	E = -9%	F = 1%
Oc1ccccc1O
  A = 6%	B = -9%	C = 16µM*	D = ?	E = ?	F = .
O=C(O)C1CC=CCC1C(=O)Nc1cccc(Cl)c1Cl (configuration not stated)
  A = .	B = 81%[activator]	C = 1%	D = ?	E = .	F = -2%
O=C(c1ccc2snnc2c1)N1CCN(c2ccccc2)CC1
  A = -7%	B = 50%[activator]	C = 0%	D = .	E = 3%	F = 8%
CC(=NCC1CCCO1)c1c(O)n(-c2ccc(C)cc2)c(=O)[nH]c1=O (configuration not stated)
  A = 9%	B = .	C = -3%	D = -14%	E = 6%	F = 0%
O=C(C1=C[C@@H](c2ccc(Br)cc2)C[C@@H](OCc2ccc(CO)cc2)O1)N1CCN(Cc2ccccc2)CC1
  A = -1%	B = 12µM*	C = 25µM*	D = ?	E = ?	F = 7%
COc1cccc(C(=O)Nc2ccc3c(c2)C(=O)c2ccccc2C3=O)c1
  A = 4%	B = ?	C = -1%	D = 108%[activator]	E = ?	F = -3%
CCOc1ccc(/C=N/Nc2ccccn2)cc1
  A = -5%	B = 7%	C = 5%	D = .	E = -21%	F = ?
CCN(CC(=O)Nc1ccc2c(c1)OCCO2)C(=O)c1ccc(S(=O)(=O)N(C)C)cc1
  A = 1%	B = 44%[activator]	C = 6%	D = -7%	E = 1%	F = .

An excerpt of the results above, as a working copy:
Letters – A = Tb PYK inh; B = Pf growth 96h; C = Sm TGR block; D = Pf growth 48h; E = HCV inh; F = LmPK inhibitor
O=C(C1=C[C@@H](c2ccc(Br)cc2)C[C@@H](OCc2ccc(CO)cc2)O1)N1CCN(Cc2ccccc2)CC1
  A = -1%	B = 12µM*	C = 25µM*	D = ?	E = ?	F = 7%
COc1cccc(C(=O)Nc2ccc3c(c2)C(=O)c2ccccc2C3=O)c1
  A = 4%	B = ?	C = -1%	D = 108%[activator]	E = ?	F = -3%
CCOc1ccc(/C=N/Nc2ccccn2)cc1
  A = -5%	B = 7%	C = 5%	D = .	E = -21%	F = ?
CCN(CC(=O)Nc1ccc2c(c1)OCCO2)C(=O)c1ccc(S(=O)(=O)N(C)C)cc1
  A = 1%	B = 44%[activator]	C = 6%	D = -7%	E = 1%	F = .

High-throughput results: PubChem BioAssay, National Center for Advancing Translational Sciences (NCATS)
